Screens as filed in PubChem BioAssay.
T cruzi growth: inhibitors of T. cruzi proliferation. T. cruzi beta-gal in NIH3T3, GalScreen luminescence, 90 h. inhibition, % at 8.34 µM. 77,000 tested, 5.9% active;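 active = mean inhibition above about 93%, with at least 55% of replicates each passing it, limit read from the data, passing the limit was not always enough; inconclusive = only one of those two conditions holds; inactive = neither condition holds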
C diff growth: inhibitors of Clostridium difficile growth | growth activity, negative = inhibition, % at 16 µg/mL (by protocol) | 86,000 tested, 0.25% active | Clostridium difficile clinical isolate growth, OD600, 24 h; stronger effect = lower value;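 active = mean growth activity at or below -80% and every replicate also at or below -80%; inconclusive = mean at or below -80% but some replicate above -80%; inactive = mean growth activity above -80%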;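 also: 0% = DMSO wells and -100% = levofloxacin 16 µg/mL wells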
GASC1 inh: inhibitors of human demethylase GASC-1 KDM4C; GST-KDM4C 2-372, H3K9me3 peptide, LANCE TR-FRET; inhibition, % at 12.5 µM; Q9H3R0; 96,000 tested, 0.15% active;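 active = mean replicate inhibition above about 25%, with at least 55% of replicates also reaching it, limit read from the data, passing the limit was not always enough; inconclusive = only one of those two conditions met; inactive = neither condition met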
Target sequence (Q9H3R0 2-372 limits assumed): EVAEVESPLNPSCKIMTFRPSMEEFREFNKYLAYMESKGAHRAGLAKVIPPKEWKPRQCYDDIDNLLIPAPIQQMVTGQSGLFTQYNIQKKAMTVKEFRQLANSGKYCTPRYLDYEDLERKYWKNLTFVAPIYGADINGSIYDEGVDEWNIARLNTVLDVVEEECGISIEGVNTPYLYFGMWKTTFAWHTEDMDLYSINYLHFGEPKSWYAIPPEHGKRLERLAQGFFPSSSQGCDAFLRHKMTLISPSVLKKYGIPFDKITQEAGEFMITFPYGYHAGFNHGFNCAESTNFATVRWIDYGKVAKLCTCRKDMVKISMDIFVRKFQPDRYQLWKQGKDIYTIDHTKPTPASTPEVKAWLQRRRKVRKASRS
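reagent = H3K9me3 peptide substrate, Fe(II), 2-oxoglutarate | system = GST-tagged GASC-1 (JMJD2C) catalytic fragment, aa 2-372 | amount = enzyme final amount 10 nM | read-out = Fall in 671/618 emission ratio as inhibition | medium = HEPES buffer, pH 7.5, plus ascorbate | schedule = 30 min reaction, 60 min detection, RT | measured by = LANCE TR-FRET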
Pf Dd2 inh: inhibitors of Plasmodium falciparum Dd2 growth; P. falciparum Dd2 growth, SYBR Green, 72 h; stronger effect = lower value; activity change, % at 10 µM; 94,000 tested, 2.3% active; AID 1159554; in the data active = activity change below about -80%; inconclusive = no clear call, values can overlap the other calls
An asterisk follows results filed as active; ? = inconclusive; . = not tested or not shown; & = joins results of further samples.

SMILES	T cruzi growth	C diff growth	GASC1 inh	Pf Dd2 inh
Cc1noc(C)c1S(=O)(=O)Nc1ccc2c(c1)C(=O)N([C@@H](C)CO)C[C@@H](C)[C@@H](CN(C)S(=O)(=O)c1ccc(Cl)cc1)O2	23	-1	-2.2	-16
C[C@@H]1CN([C@H](C)CO)C(=O)c2cc(NS(C)(=O)=O)ccc2O[C@@H](C)CCCCO[C@@H]1CN(C)C(=O)C1CCCCC1	19	3	8.5	-13
C/C=C/c1ccc([C@@H]2[C@@H](CN(CC)C(C)=O)N(S(C)(=O)=O)[C@H]2CO)cc1	-4	5	3.7	-2
CC(=O)N(C)C[C@@H]1Oc2ncc(-c3cccc(C#N)c3)cc2C(=O)N([C@@H](C)CO)C[C@@H]1C	40	-3	0.7	38
Cn1cnc(S(=O)(=O)N2C[C@H](O)COC[C@H]3O[C@@H](CC(=O)NC4Cc5ccccc5C4)CC[C@@H]32)c1	36	-5&-5	0.0	0
C[C@@H]1CN([C@H](C)CO)C(=O)c2cc(C#CCC3CCCC3)cnc2O[C@H]1CN(C)Cc1ccccn1	.	-42	4.7	-65
O=C(NCC[C@@H]1CC[C@@H](NC(=O)C2CCOCC2)[C@@H](CO)O1)Nc1ccc(Cl)cc1	-31	1	0.4	5
COc1ccc2c3c(n(C)c2c1)[C@@H](CO)N(Cc1nccs1)CC31CN(C(=O)CN(C)C)C1	.	-1	0.2	-59
C[C@@H]1CN([C@H](C)CO)C(=O)CCCn2cc(nn2)CO[C@@H]1CN(C)C(=O)CCC(F)(F)F	?	-6	-1.4	-12
COc1ccc2c3c([nH]c2c1)[C@@H](CO)N(C(=O)Nc1ccc(F)cc1)CC31CN(S(=O)(=O)c2ccccc2)C1	.	-9	-0.7	19

Gathered by group: the entries above containing an aryl methoxy group (2)
SMILES	T cruzi growth	C diff growth	GASC1 inh	Pf Dd2 inh
COc1ccc2c3c(n(C)c2c1)[C@@H](CO)N(Cc1nccs1)CC31CN(C(=O)CN(C)C)C1	.	-1	0.2	-59
COc1ccc2c3c([nH]c2c1)[C@@H](CO)N(C(=O)Nc1ccc(F)cc1)CC31CN(S(=O)(=O)c2ccccc2)C1	.	-9	-0.7	19

(continued)
SMILES	T cruzi growth	C diff growth	GASC1 inh	Pf Dd2 inh
COc1ccccc1CN1CC[C@@H]2[C@H](CO)Nc3ccc(-c4cccc(F)c4)cc3[C@@H]21	38	-3	-2.3	-64
CN(C)CCCNC(=O)[C@@H]1[C@@H](CO)[C@@H]2Cn3c(ccc(C4=CCCC4)c3=O)[C@H]1N2Cc1cocn1	-77	-13	4.3	.
C[C@@H]1CN([C@H](C)CO)C(=O)Cc2cc(NS(=O)(=O)c3ccc(F)cc3)ccc2O[C@@H]1CN(C)C(=O)Nc1ccc2c(c1)OCO2	36	.	1.3	-1
COCC(=O)N(C)C[C@H]1Oc2ncc(C#C[C@H](C)O)cc2C(=O)N([C@H](C)CO)C[C@@H]1C	-14	-1	-0.9	.
C[C@H](CO)N1C[C@H](C)[C@@H](CN(C)Cc2ccc(C(=O)Nc3ccccc3N)cc2)Oc2ccc(NC(=O)Nc3ccc(C(F)(F)F)cc3)cc2C1=O	-206	.	-0.7	-90*
CC(C)C(=O)Nc1ccc2c(c1)C(=O)N(C)[C@H]1CC[C@@H](CC(=O)O)O[C@H]1CO2	25	-2	0.2	2
COc1ccc2c3c(n(C)c2c1)[C@H](CO)N(Cc1ccccc1F)CC31CN(C(=O)C2CC2)C1	.	10	0.6	-55
Cc1ccccc1S(=O)(=O)NCC[C@H]1CC[C@H](NC(=O)C2CCCCC2)[C@@H](CO)O1	-60	3	-0.5	-6
COc1ccc2c3c([nH]c2c1)[C@H](CO)N(C(=O)Nc1ccc(F)cc1)CC31CCN(C(=O)Cc2ccccc2)CC1	.	-5	-1.4	-69
O=C(C[C@@H]1CC[C@@H]2[C@H](COC[C@@H](O)CN2C(=O)c2ccc3c(c2)OCO3)O1)NCCN1CCCCC1	20	8&-4	-0.2	24
Cc1noc(C)c1S(=O)(=O)N(C)C[C@@H]1Oc2ccc(NC(=O)NC(C)C)cc2CC(=O)N([C@@H](C)CO)C[C@H]1C	28	-6	-0.9	14
Cc1noc(C)c1NC(=O)Nc1ccc2c(c1)CC(=O)N([C@@H](C)CO)C[C@@H](C)[C@H](CN(C)S(=O)(=O)c1cccs1)O2	8	-1	-3.3	6
CC(C)NC(=O)Nc1ccc2c(c1)CC(=O)N([C@H](C)CO)C[C@H](C)[C@H](CN(C)Cc1ccc(C(=O)O)cc1)O2	.	-2&-2	-1.4	12
COc1ccc(NC(=O)Nc2ccc3c(c2)C(=O)N([C@@H](C)CO)C[C@@H](C)[C@@H](CN(C)C(=O)Nc2ccc(OC)cc2)OCCCC[C@@H](C)O3)cc1	57	.	-0.6	-45
C[C@@H]1CN([C@@H](C)CO)C(=O)c2cc(NS(=O)(=O)c3cn(C)cn3)ccc2O[C@H]1CN(C)C(=O)Nc1ccc(F)cc1	6	.	-0.6	35
C[C@@H]1CCCCO[C@H](CN(C)C(=O)Nc2ccc(C(F)(F)F)cc2)[C@@H](C)CN([C@H](C)CO)C(=O)c2cc(NC(=O)c3ccccc3)ccc2O1	54	5	-0.7	-59
CC=Cc1ccc2n(c1=O)C[C@H]1N[C@@H]2[C@@H](C(=O)NC2CCCC2)[C@@H]1CO (mixture of isomers)	.	0	-1.6	24
O=C([C@@H]1[C@@H](CO)[C@@H]2Cn3c(ccc(-c4ccc(F)cc4)c3=O)[C@@H]2N1Cc1cocn1)N1CCOCC1	-12	-5	4.4	-9
C[C@H](CO)N1C[C@H](C)[C@H](CN(C)Cc2ccc(Oc3ccccc3)cc2)Oc2c(NS(=O)(=O)c3cn(C)cn3)cccc2C1=O	6	.	0.3	3
C[C@@H]1CN([C@@H](C)CO)C(=O)c2c(c3ccccc3n2C)-c2ccccc2CO[C@H]1CN(C)S(=O)(=O)c1ccccc1	78	.	-1.6	-72

Record cards (already shown). Order of screens: T cruzi growth, C diff growth, GASC1 inh, Pf Dd2 inh
Results for COc1ccc(NC(=O)Nc2ccc3c(c2)C(=O)N([C@@H](C)CO)C[C@@H](C)[C@@H](CN(C)C(=O)Nc2ccc(OC)cc2)OCCCC[C@@H](C)O3)cc1 → 57, ., -0.6, -45
Results for Cc1noc(C)c1NC(=O)Nc1ccc2c(c1)CC(=O)N([C@@H](C)CO)C[C@@H](C)[C@H](CN(C)S(=O)(=O)c1cccs1)O2 → 8, -1, -3.3, 6
Results for C[C@@H]1CCCCO[C@H](CN(C)C(=O)Nc2ccc(C(F)(F)F)cc2)[C@@H](C)CN([C@H](C)CO)C(=O)c2cc(NC(=O)c3ccccc3)ccc2O1 → 54, 5, -0.7, -59

The listing continues:
SMILES	T cruzi growth	C diff growth	GASC1 inh	Pf Dd2 inh
CO[C@@H]1CN(C)C(=O)c2ccc(NC(=O)c3cccc(F)c3)cc2OC[C@@H](C)N(C)C[C@@H]1C	-23	.	-1.0	-53
CO[C@@H]1CN(C)C(=O)c2ccc(NC(=O)c3ccc(F)cc3)cc2OC[C@@H](C)N(C(=O)CN(C)C)C[C@H]1C	32	.	-0.8	.
C/C=C/c1ccc([C@H]2[C@@H](CO)N3C(=O)CN(C(=O)Nc4cccc(OC)c4)C[C@H]23)cc1	.	30	-0.5	-53
C[C@@H](NC(=O)C[C@H]1C=C[C@H](NC(=O)Nc2ccc3c(c2)OCO3)[C@H](CO)O1)c1ccccc1	-4	.	0.6	9
C[C@@H]1CN([C@@H](C)CO)C(=O)Cc2cc(NC(=O)Nc3ccc4c(c3)OCO4)ccc2O[C@@H]1CN(C)S(C)(=O)=O	-13	2	-0.3	14
C[C@H]1CN([C@@H](C)CO)C(=O)c2cc(C#CC3CCCCC3)cnc2O[C@@H]1CN(C)S(C)(=O)=O	40	-13	1.1	-12
CO[C@@H]1CN(C)C(=O)c2ccc(NS(=O)(=O)c3ccccc3C)cc2OC[C@H](C)N(S(C)(=O)=O)C[C@H]1C	-8	-2	-0.1	11
CCCNC(=O)N1C[C@H]2[C@@H](c3ccccc31)[C@H](CO)N2Cc1cc(F)ccc1F	33	-2	-1.6	21
C[C@@H]1CN([C@@H](C)CO)C(=O)c2cc(NC(=O)C3CC3)ccc2O[C@H]1CN(C)Cc1ccc(C(F)(F)F)cc1	90	0	-1.1	-7
CO[C@H]1CN(C)C(=O)c2cc(NC(C)=O)ccc2OC[C@H](C)N(C(=O)c2ccncc2)C[C@H]1C	21	-2	1.7	-10

Structures listed so far that have a Cl atom, in the order listed:
SMILES	T cruzi growth	C diff growth	GASC1 inh	Pf Dd2 inh
Cc1noc(C)c1S(=O)(=O)Nc1ccc2c(c1)C(=O)N([C@@H](C)CO)C[C@@H](C)[C@@H](CN(C)S(=O)(=O)c1ccc(Cl)cc1)O2	23	-1	-2.2	-16
O=C(NCC[C@@H]1CC[C@@H](NC(=O)C2CCOCC2)[C@@H](CO)O1)Nc1ccc(Cl)cc1	-31	1	0.4	5

A different layout for four compounds above.
canonical_smiles | T cruzi growth | C diff growth | GASC1 inh | Pf Dd2 inh
C/C=C/c1ccc([C@H]2[C@@H](CO)N3C(=O)CN(C(=O)Nc4cccc(OC)c4)C[C@H]23)cc1 | . | 30 | -0.5 | -53
C[C@@H](NC(=O)C[C@H]1C=C[C@H](NC(=O)Nc2ccc3c(c2)OCO3)[C@H](CO)O1)c1ccccc1 | -4 | . | 0.6 | 9
C[C@@H]1CN([C@@H](C)CO)C(=O)Cc2cc(NC(=O)Nc3ccc4c(c3)OCO4)ccc2O[C@@H]1CN(C)S(C)(=O)=O | -13 | 2 | -0.3 | 14
C[C@H]1CN([C@@H](C)CO)C(=O)c2cc(C#CC3CCCCC3)cnc2O[C@@H]1CN(C)S(C)(=O)=O | 40 | -13 | 1.1 | -12

More records
SMILES	T cruzi growth	C diff growth	GASC1 inh	Pf Dd2 inh
COCC(=O)Nc1ccc2c(c1)[C@@H]1C[C@@H](CC(=O)NC3CCCCC3)O[C@@H](CO)[C@@H]1O2	-31	.	-0.2	-11
CN(C)c1ccc2c(c1)[C@@H]1C[C@@H](CC(=O)NCc3ccc(-c4ccccc4)cc3)O[C@@H](CO)[C@@H]1O2	.	-2	0.3	29
CS(=O)(=O)N1CCCCN2[C@H](C1)[C@@H](c1ccc(-c3cccc(C#N)c3)cc1)[C@@H]2CO	33	-5	1.6	31
C[C@H](NC(=O)[C@@H]1[C@@H](CO)[C@@H]2Cn3c(cccc3=O)[C@H]1N2Cc1ccncc1)c1ccccc1	17	-4	0.6	18
C/C=C/c1cnc2c(c1)C(=O)N([C@@H](C)CO)C[C@@H](C)[C@H](CN(C)C(=O)C1CC1)O2	-53	-4	0.7	40
C[C@@H]1CCCCO[C@@H](CN(C)Cc2ccc(C(F)(F)F)cc2)[C@@H](C)CN([C@H](C)CO)C(=O)c2cc(NC(=O)CCCN(C)C)ccc2O1	-15	-2	2.3	-38
C[C@H]1CN([C@@H](C)CO)C(=O)c2cccc(NS(=O)(=O)c3ccccc3)c2O[C@H]1CN(C)Cc1ccc(Cl)c(Cl)c1	61	3	-0.3	15
COc1ccc(NC(=O)Nc2ccc3c(c2)C(=O)N([C@@H](C)CO)C[C@H](C)[C@H](CN(C)C)OCCCC[C@H](C)O3)cc1	96*	0	0.2	-26
C[C@@H]1CN([C@@H](C)CO)C(=O)c2cc(NC(=O)c3ccncc3)ccc2O[C@@H](C)CCCCO[C@@H]1CN(C)Cc1ccc(C(F)(F)F)cc1	51	2	0.9	-14
COc1ccccc1C#Cc1ccc2c(c1)[C@H]1[C@H](CCN1S(=O)(=O)c1cccc(C)c1)[C@H](CO)N2	.	36	-1.3	-75
